UbGFP stabilizer: Ubiquitin-GFP Assay; Ubiquitin-GFP reporter cells, proteasome inhibition, GFP fluorescence; response scale: untreated = 0%, 10 µM MG-132 = 100%; Potency, µM (highest dose often 45.9 µM), for inactives: top-dose activation (GFP accumulation), most hits filed as activators; 67,000 tested, under 10 active; AID 526, 2006; active = well fitted activation curve with a large enough effect, not every such curve was filed as active; inconclusive = small, poorly fitted or top-dose-only effect, or another doubt; inactive = no such curve, though single readings can be large or run the other way; also: potency is read from the fitted curve at half-maximal effect
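Proteasome blockade was scored as a rise in GFP-expressing U2OS cells carrying a ubiquitin(G76V)-GFP construct, imaged after 4 hr compound treatment at 37 °C across a 46 uM–2.9 nM series.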
15-hLO inh: qHTS Assay for Inhibitors of 15-hLO (15-human lipoxygenase) | actives 1.4% (n = 74,000) | Potency, µM (titrated, usually from 57.1 µM), for inactives: at the highest dose activity change, negative = inhibition, actives largely listed as inhibitors | purified 15hLO-1, xylenol orange hydroperoxide absorbance | Polyunsaturated fatty acid lipoxygenase ALOX15 (Homo sapiens), P16050; also: potency is read from the fitted curve at half-maximal effect; % is scaled to controls: 0 for no effect and ±100 for the full control effect; nearly all actives have a fitted effect of over 55% in size
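Purified human 15hLO-1 (40 nM) in 25 mM Hepes pH 7.5, 0.01% Triton X-100, preincubated 15 min RT with compound, then 50 uM arachidonic acid for 6 min. Hydroperoxide read by ferrous/xylenol orange, 30 min; 573/405 nm absorbance ratio gave progress.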
4-MU autofl: qHTS Assay for Spectroscopic Profiling in 4-MU Spectral Region | compound autofluorescence, 340/450 nm, 4-MU equivalents; active compounds read high | actives 11% (n = 59,000) | max dye-equivalent concentration, M; in the data active = max dye-equivalent concentration above about 10 nM; inconclusive = mostly about 1.1 nM to 9.6 nM
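Compounds in 100 mM Tris, pH 8.0, incubated 15 min at room temperature, then fluorescence read at 340 nm excitation/450 nm emission. Signal converted to 4-MU dye-equivalent concentration using an on-plate six-point 4-MU standard curve.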
CRE-bla Fsk: Cell signaling CRE-BLA (Fsk stim). AID 662, 2007. actives 2.5% (n = 71,000). CHO CRE-bla reporter (cAMP response element driving beta-lactamase), forskolin EC10, beta-lactamase ratio. Potency, µM (highest dose often 38.2 µM), for the others: at the highest dose activity change, negative = inhibition, hits mostly activators; active = well fitted activation curve with a large enough effect in the signal ratio, with a control signal flat, not every such curve was filed as active; inconclusive = small, poorly fitted or top-dose-only effect, or effect the other way, or a change in a side signal; the % refers to the signal ratio; also: potency is read from the fitted curve at half-maximal effect; % of control where 0% means no effect
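Cells were plated overnight at 37 °C, exposed to compound titrations plus EC10 NKH 477 for 3 h, then given CCF4 dye for 2 h at room temperature. Blue/green (460/530 nm) ratio was converted to %Activity and AC50 values calculated.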
BRCT inh green: qHTS Assay for Inhibitors of BRCT-Phosphoprotein Interaction (Green Fluorophore) | BRCA1 BRCT-phosphopeptide binding, green fluorescence polarization | Breast cancer type 1 susceptibility protein (Homo sapiens), P38398 | Potency, µM (titrated, usually from 76.9 µM), without a hit: at the top dose activity change, negative = inhibition, hits mostly inhibitors | actives 0.05% (n = 75,000);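 also: potency is read from the fitted curve at half-maximal effect; plate controls were peptide without protein for full effect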
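Fluorescence polarization: His-tagged BRCT (~35 kDa BRCA1 C-terminus, 250 nM) bound to 100 nM fluorescein-labeled phosphorylated 10-aa BACH1 peptide, pH 7.3 phosphate buffer with DTT and Tween 20. Compounds incubated 12 min at room temperature; inhibition read as lowered polarization.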
Pol III holo inh: qHTS Assay for Inhibitors of DNA Polymerase III Holoenzyme System. reconstituted DNA polymerase III holoenzyme replication, biochemical. actives 0.25% (n = 71,000). Potency, µM (top dose mostly 57.1 µM), without a hit: at the highest dose activity change, negative = inhibition; also: potency is read from the fitted curve at half-maximal effect; % is scaled to controls: 0 for no effect and ±100 for the full control effect
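Reconstituted *E. coli* holoenzyme (0.35 nM Pol III, 1 nM beta, 154 nM SSB, 2 nM primase) was preincubated with compound for 15 min at RT. Synthesis on 1.4 nM ssM13Gori ran 35 min, then was stopped with PicoGreen/EDTA and read as dsDNA fluorescence.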
Epigenetic mod: qHTS Assay for Epigenetic Modulators; mouse C127i GFP locus derepression, cytometry, 30 h; Potency, µM (top dose mostly 46.1 µM), for the others: at the highest dose GFP derepression (activation); actives 0.09% (n = 68,000); also: % of control where 0% means no effect
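Murine C127i mammary cells carrying a silenced, stably integrated CMV-driven GFP reporter were treated with compound for 30 hours at 37 C. After PBS washes, GFP-positive cells were counted by laser-scanning microplate cytometry.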
HBB splicing: qHTS Assay for Modulators of Hemoglobin Beta Chain Splicing. HBB splicing reporter cell assay, activation; EGFP reporter with mutant IVS2-654 intron; response scale: normalised to 500 nM splice-correcting PNA. Potency, µM (series often up to 46.1 µM), inactives show top-dose activation, usual class: activators. actives 0.06% (n = 65,000). AID 925, 2007; also: potency is read from the fitted curve at half-maximal effect; 0% is about no effect
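Compounds were applied for 2 days to HeLa EGFP-654 cells, 500/well in Optimem with 2% FCS. The reporter's EGFP is disrupted by mis-splicing of beta-globin intron IVS2-654. Readout: summed well GFP fluorescence from 488 nm laser scanning; reference was 500 nM antisense […] 654 PNA.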
A350 autofl: qHTS Assay for Spectroscopic Profiling in A350 Spectral Region. actives 11% (n = 59,000). max dye-equivalent concentration, M. AID 590, 2007. Compound autofluorescence, 340/450 nm, Alexa 350 dye-equivalents; active compounds read high; in the data active = max dye-equivalent concentration above about 10 nM; inconclusive = mostly about 1.1 nM to 9.6 nM
Hsp90 Hop PPI: qHTS Assay for Disrupters of an Hsp90 Co-Chaperone Interaction. AlphaScreen TPR2A-His6 binding biotin-Hsp90 C-terminal peptide. Potency, µM (titrated, usually from 57 µM), inactives show at the top dose activity change, negative = inhibition. actives 0.44% (n = 71,000). AID 595, 2007; active = well fitted curve in either direction with a large enough effect; inconclusive = small, poorly fitted or top-dose-only effect, or another doubt; also: potency is read from the fitted curve at half-maximal effect; % is scaled to controls: 0 for no effect and ±100 for the full control effect; many of its hits are not listed in these tables
BRCT PPI red: qHTS Assay for Inhibitors of BRCT-Phosphoprotein Interaction (Red Fluorophore); Breast cancer type 1 susceptibility protein (Homo sapiens), P38398; BRCT-phosphopeptide binding, red fluorescence polarization; Potency, µM (series often up to 76.9 µM), for the others: at the top dose activity change, negative = inhibition, usual class: inhibitors; actives 0.03% (n = 75,000); AID 892, 2007; also: % is scaled to controls: 0 for no effect and ±100 for the full control effect
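Rhodamine-labelled pBACH1 10-mer (100 nM) bound to BRCT domain (100 nM) at pH 7.3; compounds incubated 12 min room temperature, polarization read. Free peptide defines full inhibition; unlabelled decapeptide titrated as control.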
* hit, by the source's call; [ ] = another dose, or the depositor's remark. Unless noted, calls follow the shape of the dose curve; as a rule, active = well fitted curve in the direction sought with a large enough effect; inconclusive = small, poorly fitted or top-dose-only effect, or another doubt; inactive = no such curve, though single readings can be large; an effect the other way counts as inactive or inconclusive.

For COc1cc(NS(C)(=O)=O)c(OC)cc1NC(=O)c1cccc(F)c1 the results were UbGFP stabilizer 2.6%, 15-hLO inh 2.5%, 4-MU autofl inactive, CRE-bla Fsk inconclusive, BRCT inh green -0.9%, Pol III holo inh -3.5%, Epigenetic mod 2.4%, A350 autofl inactive, Hsp90 Hop PPI -5.2% and BRCT PPI red 0.6%.
Screening O=S(=O)(Nc1ccc2c(c1)OCCO2)c1cccc2nsnc12 returned UbGFP stabilizer 12.7%, 15-hLO inh 5.9%, 4-MU autofl inactive, CRE-bla Fsk -5.7%, BRCT inh green -4.5%, Pol III holo inh -3.1%, Epigenetic mod 0.0%, HBB splicing -0.6%, A350 autofl inactive, Hsp90 Hop PPI -6.3% and BRCT PPI red -0.4%.
Screening Cc1cc(C)nc(NC(=O)CCCC(=O)O)c1 returned UbGFP stabilizer 22.1%, 15-hLO inh 11.6%, 4-MU autofl inactive, CRE-bla Fsk 0.2%, BRCT inh green -3.2%, Pol III holo inh 2.3%, Epigenetic mod -2.9%, HBB splicing 1.8%, A350 autofl inactive, Hsp90 Hop PPI inconclusive and BRCT PPI red -3.5%.
For CCOC(=O)N1CCN(C(=O)CN(Cc2ccccc2)S(C)(=O)=O)CC1 the results were UbGFP stabilizer -7.5%, 15-hLO inh 3.7%, 4-MU autofl inactive, CRE-bla Fsk -8.6%, BRCT inh green -1.1%, Pol III holo inh 0.1%, Epigenetic mod -2.7%, HBB splicing 2.9%, A350 autofl inactive, Hsp90 Hop PPI -1.4% and BRCT PPI red -2.1%.
O=C(NC1CCCCC1)NC1CCN(CC(=O)N2CCOCC2)CC1 was read as UbGFP stabilizer -3.0%, 15-hLO inh 11.4%, 4-MU autofl inactive, CRE-bla Fsk -3.6%, BRCT inh green -5.8%, Pol III holo inh -5.8%, Epigenetic mod 1.3%, HBB splicing 0.2%[57.5 µM], A350 autofl inconclusive, Hsp90 Hop PPI -0.9% and BRCT PPI red -2.0%.
`CN1CCN(c2ncncc2-c2ccccc2Cl)CC1` gave UbGFP stabilizer 9.3%, 15-hLO inh -25.6%, 4-MU autofl inactive, CRE-bla Fsk -8.8%, BRCT inh green -2.7%, Pol III holo inh -7.9%, Epigenetic mod -2.9%[9.22 µM], HBB splicing -0.9%, A350 autofl inactive, Hsp90 Hop PPI -7.7% and BRCT PPI red 0.3%.
COc1cc2c(cc1OC)C1=C(C#N)CN(CC(=O)O)CN1CC2 was read as UbGFP stabilizer 3.1%, 15-hLO inh inconclusive, CRE-bla Fsk inconclusive, BRCT inh green -2.9%, Pol III holo inh -10.8%, Epigenetic mod -2.3%, HBB splicing 0.2%, Hsp90 Hop PPI -19.4% and BRCT PPI red -0.7%.
For CC(C)Cn1c(N)c(C(=O)NCCN2CCOCC2)c2nc3ccccc3nc21 the results were UbGFP stabilizer -5.3%, 15-hLO inh -17.9%, 4-MU autofl 1.95e-06M*, CRE-bla Fsk 10µM*, BRCT inh green -0.3%, Pol III holo inh 4.3%, Epigenetic mod -0.4%, HBB splicing -0.9%, A350 autofl 2.77e-06M*, Hsp90 Hop PPI 27.5% and BRCT PPI red -1.9%.
`O=C(CC1SC2=NCCN2C1=O)Nc1ccc(Cl)cc1` (configuration not stated) gave UbGFP stabilizer 2.5%, 15-hLO inh 4.5%, 4-MU autofl inactive, CRE-bla Fsk inconclusive, BRCT inh green -1.4%, Pol III holo inh 1.5%, Epigenetic mod 0.0%, HBB splicing 0.2%, A350 autofl inactive, Hsp90 Hop PPI -4.4% and BRCT PPI red 0.1%.
CCOC(=O)N1CCC2(O)CCCCC2C1c1ccc(F)cc1 (configuration not stated) was read as UbGFP stabilizer 0.0%, 15-hLO inh 12.7%, 4-MU autofl inactive, CRE-bla Fsk -3.2%, BRCT inh green -1.2%, Pol III holo inh 7.0%, Epigenetic mod 4.3%, HBB splicing 4.7%[0.369 µM], A350 autofl inactive, Hsp90 Hop PPI inconclusive and BRCT PPI red 0.5%.
C#CCOC(=O)c1ccccc1C(=O)n1nnc2ccccc21 was read as UbGFP stabilizer 5.2%, 15-hLO inh -12.4%, 4-MU autofl inactive, CRE-bla Fsk inconclusive, BRCT inh green -4.3%, Pol III holo inh -8.3%, Epigenetic mod 0.0%, HBB splicing 2.8%, A350 autofl inactive, Hsp90 Hop PPI -4.0% and BRCT PPI red 4.0%.
COc1ccc(C(=O)Nc2c(N)nc(SCC(=O)N3CCC(C)CC3)[nH]c2=O)cc1OC was read as UbGFP stabilizer -0.8%, 15-hLO inh -7.2%, CRE-bla Fsk -1.2%, BRCT inh green 2.7%, Pol III holo inh -8.6%, HBB splicing -0.1%, Hsp90 Hop PPI -3.5% and BRCT PPI red -1.5%.
Screening Cc1ccc(C(=O)CC2(O)C(=O)N(CCc3ccccc3)c3ccc(Br)cc32)o1 (configuration not stated) returned UbGFP stabilizer 18.2%, 15-hLO inh inconclusive, 4-MU autofl inactive, CRE-bla Fsk -10.9%, BRCT inh green 0.6%, Pol III holo inh -0.7%, Epigenetic mod 5.3%, HBB splicing 0.0%, A350 autofl inactive, Hsp90 Hop PPI -6.2% and BRCT PPI red 1.2%.
For O=C(NCc1n[nH]c(=S)n1-c1ccc(F)cc1)c1ccco1 the results were UbGFP stabilizer 0.9%, 15-hLO inh -3.3%, 4-MU autofl inactive, CRE-bla Fsk 0.1%, BRCT inh green -2.5%, Pol III holo inh 0.0%, Epigenetic mod 2.2%, HBB splicing 0.3%, A350 autofl inactive, Hsp90 Hop PPI 4.2% and BRCT PPI red -0.6%.
`NC(N)=Nc1nc2ccc([N+](=O)[O-])cc2[nH]1` gave UbGFP stabilizer -1.7%[9.17 µM], 15-hLO inh -0.8%[11.4 µM], 4-MU autofl inactive, CRE-bla Fsk 8.4%[7.6 µM], BRCT inh green -0.1%[15.4 µM], Pol III holo inh -7.8%[11.4 µM], Epigenetic mod -2.2%[9.22 µM], HBB splicing -1.9%[9.22 µM], A350 autofl inactive, Hsp90 Hop PPI -2.9%[11 µM] and BRCT PPI red 0.4%[15.4 µM].
CC(=O)c1cn(CC(=O)NCc2ccc3c(c2)OCO3)c2ccccc12 was read as UbGFP stabilizer -0.9%, 15-hLO inh inconclusive, 4-MU autofl inactive, CRE-bla Fsk -3.9%, BRCT inh green -5.4%, Pol III holo inh 0.9%, Epigenetic mod 2.6%, HBB splicing -1.2%, A350 autofl inactive, Hsp90 Hop PPI inconclusive and BRCT PPI red -0.7%.
Screening COc1ccc(NC(=O)CN2CCN(c3ccc(Cl)cc3)CC2)c(OC)c1 returned UbGFP stabilizer -4.3%, 15-hLO inh -24.2%, 4-MU autofl inconclusive, CRE-bla Fsk inconclusive, BRCT inh green 0.8%, Pol III holo inh -2.8%, Epigenetic mod 1.2%, HBB splicing -0.8%, A350 autofl inconclusive, Hsp90 Hop PPI -10.6% and BRCT PPI red 2.3%.
`Cc1[nH]n2c(=O)cc(C(C)(C)C)nc2c1-c1ccccc1` gave UbGFP stabilizer 7.1%, 15-hLO inh 22.5%, 4-MU autofl inactive, CRE-bla Fsk 34.4%, BRCT inh green 0.7%, Pol III holo inh 3.6%, Epigenetic mod 0.0%, HBB splicing 2.9%[1.84 µM], A350 autofl inactive, Hsp90 Hop PPI 0.6% and BRCT PPI red 1.0%.
Screening Cc1ccccc1NC(=O)C1CC(=O)N(c2ccccc2F)C1 (configuration not stated) returned UbGFP stabilizer 5.1%, 15-hLO inh 5.0%, 4-MU autofl inactive, CRE-bla Fsk -7.0%, BRCT inh green 1.6%, Pol III holo inh -2.8%, Epigenetic mod 0.0%, HBB splicing -0.7%, A350 autofl inactive, Hsp90 Hop PPI -1.2% and BRCT PPI red 1.8%.
